PP5 primary – inhibitors of human protein phosphatase 5 (PP5) | purified PP5c, OMFP substrate fluorescence | inhibition, % at 6.7 µM | hit rate 0.18% among 320,000 | AID 1987;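 active = inhibition above the campaign's mean inhibition across all tested compounds plus 3 SD, cut at about 9.5% in these data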;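 note: 0% = DMSO only and 100% = 100 µM cantharidin control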
TPT1 inhibitor – blocks Candida albicans tRNA 2'-phosphotransferase; recombinant caTPT1, FP RNA substrate dephosphorylation; inhibition, % at 5 µM; hit rate 0.81% among 300,000;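 active = inhibition above the mean of all tested compounds plus 3 SD, set per screening campaign, cut at about 24% in these data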;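 note: plate controls were DMSO alone for no effect and ferristatin control at 100 nM for full effect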
PP1 inh – blocks human PP1-alpha phosphatase, a PP5 counter-screen. P62136. purified PP1alpha, OMFP fluorescence. inhibition, % at 6.7 µM. hit rate 0.9% among 320,000;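 active = inhibition above the mean inhibition of all tested compounds plus 3 SD, computed separately for each screening campaign, cut at about 15% in these data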
CTSL1 counter – blocks F. hepatica cathepsin L1 in PFM18AAP counter-screen; hit rate 0.49% among 300,000; inhibition, % at 5.96 µM; recombinant F. hepatica cathepsin L1, Z-Leu-Arg-MCA fluorescence; AID 1906;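 active = inhibition above the mean of all tested compounds plus 3 SD, set per screening campaign, cut at about 17% in these data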;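 note: 0% = plate median of test compound wells and 100% = 1 µM Z-Phe-Ala-diazomethylketone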
Efflux pump inh – blocks antifungal efflux pumps in multiplex yeast assay; S. cerevisiae Candida pump triplex, Nile Red efflux; inhibition, % at 10 µM; hit rate 0.44% among 330,000;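 active = plate passing quality check with inhibition over a set limit, or well fluorescence over plate mean plus 4 SD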;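 note: Nile Red retained in pooled yeast measured as flow cytometry median fluorescence; 0% = buffer negative control and 100% = Enniatin B positive control; higher means more Nile Red kept so more efflux inhibition; some compounds called inactive have numbers as strong as hits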
JMJD2C inh – blocks human GASC-1 demethylase activity | GST-JMJD2C(1-420) H3K9me3 demethylation, DELFIA europium | AID 2099 | hit rate 0.069% among 330,000 | inhibition, % at 2.35 µM;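 active = more than half of a compound's replicate wells show inhibition beyond 50%, single wells judged on their own value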;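 note: signal counts dimethyl H3K9 product captured on neutravidin plate; 0% = median of DMSO wells and 100% = 0.3 times that DMSO median; strong numbers were not always called active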
PREPL inhibitor – inhibitors of human prolyl oligopeptidase-like enzyme PREPL. inhibition, % at 5.96 µM. recombinant PREPL, fluorescence polarization activity-based probe. hit rate 0.68% among 320,000. Q4J6C6. AID 2751; in the data active = inhibition above about 43%;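 note: 0% = enzyme with DMSO and 100% = wells lacking enzyme; many of its hits are not listed in these tables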
Target sequence (Q4J6C6 whole entry, looked up): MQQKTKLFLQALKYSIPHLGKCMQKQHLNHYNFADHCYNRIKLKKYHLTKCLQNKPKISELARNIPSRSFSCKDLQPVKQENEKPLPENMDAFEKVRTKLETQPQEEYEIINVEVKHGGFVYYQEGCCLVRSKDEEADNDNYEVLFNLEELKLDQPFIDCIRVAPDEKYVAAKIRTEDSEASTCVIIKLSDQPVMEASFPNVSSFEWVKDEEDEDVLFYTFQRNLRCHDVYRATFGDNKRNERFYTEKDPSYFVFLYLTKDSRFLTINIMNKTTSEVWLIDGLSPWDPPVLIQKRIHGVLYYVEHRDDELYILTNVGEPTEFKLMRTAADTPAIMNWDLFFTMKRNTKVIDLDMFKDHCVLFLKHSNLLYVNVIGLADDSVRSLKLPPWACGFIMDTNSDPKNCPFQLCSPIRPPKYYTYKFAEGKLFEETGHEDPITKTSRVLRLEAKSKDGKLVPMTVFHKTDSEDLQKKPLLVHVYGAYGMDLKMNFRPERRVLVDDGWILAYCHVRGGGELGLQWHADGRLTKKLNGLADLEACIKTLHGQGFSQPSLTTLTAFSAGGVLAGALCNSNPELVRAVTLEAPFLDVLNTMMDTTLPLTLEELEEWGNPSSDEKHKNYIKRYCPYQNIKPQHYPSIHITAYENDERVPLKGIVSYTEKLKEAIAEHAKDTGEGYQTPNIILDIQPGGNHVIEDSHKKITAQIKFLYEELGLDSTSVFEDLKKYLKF
LYPLA2 counter – blocks human lysophospholipase 2, a PME1 counter-screen; O95372; recombinant LYPLA2, FP-Rh probe fluorescence polarization; inhibition, % at 5.9 µM; hit rate 0.38% among 320,000; AID 2177;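 active = inhibition above the screen-wide mean plus 3 SD, limit set per campaign, cut at about 26% in these data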;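 note: 0% = LYPLA2 with DMSO and 100% = wells lacking LYPLA2 enzyme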
Target sequence (O95372 whole entry, looked up): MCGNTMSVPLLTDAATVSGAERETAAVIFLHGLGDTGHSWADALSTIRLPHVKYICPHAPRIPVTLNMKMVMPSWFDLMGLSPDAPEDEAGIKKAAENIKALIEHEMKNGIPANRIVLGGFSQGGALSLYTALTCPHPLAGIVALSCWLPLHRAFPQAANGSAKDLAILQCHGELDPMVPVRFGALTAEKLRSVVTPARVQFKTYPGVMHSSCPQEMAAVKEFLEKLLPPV
HCV core dimer – blocks dimerization of HCV core protein; TR-FRET GST/Flag-core106 dimerization, 1536-well; inhibition, % at 5 µM; hit rate 0.33% among 300,000;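 active = inhibition above the mean of all tested compounds plus 3 SD, set per screening campaign, cut at about 45% in these data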
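System: GST/Flag-tagged HCV core106 proteins. Incubation: compound-protein-antibody incubation 4 h at 22.5 °C. Technique: HTRF with 340 nm excitation, 617/671 nm emission. Medium: KF-containing HEPES buffer, pH 7.45, DTT, CHAPS, BSA. Read-out: inhibition (%) from 671 over 617 nm ratio. Also added: Eu(K)-anti-GST 90 ng/mL plus XL665-anti-Flag 1 µg/mL.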
* hit, by the source's call; x = not tested or not shown; & = joins results of further samples. A portion of the library. The share of hits here may be higher or lower than overall.

SMILES	PP5 primary	TPT1 inhibitor	PP1 inh	CTSL1 counter	Efflux pump inh	JMJD2C inh	PREPL inhibitor	LYPLA2 counter	HCV core dimer
COc1ccc(CC(=O)NNC(=O)COc2ccc(Cl)cc2C)cc1S(=O)(=O)N1CCOCC1	7.1	x	-3	x	-0.3	9	25	-4	x
CCNC(=O)NC(=O)CN(C)c1ccccc1	-0.5	2	-6	1	0.0	8	14	-9	0
Cc1sc(-c2ccncc2)nc1OC(=O)c1ccccc1	-0.5	-7	3	2	0.0	-1	36	2	-7
Cc1cccc([C@@H]2[C@@H]3C(=O)N(Cc4ccccc4)C(=O)[C@@H]3[C@]3(Cc4ccc(Cl)cc4)C(=O)N(c4cccc(Cl)c4)C(=O)N23)c1	1.2	0	-3	-1	0.1	0	-26	-3	18
O=C(NCc1nc2ccccc2[nH]1)C1=C[C@H](C2CCCCC2)C[C@H](OCCCCO)O1	9.1	2	-7	5	0.1	-38	-1	0	-12
CCN(Cc1nc(-c2ccc(OC)cc2)no1)C(=O)c1ccoc1C	2.0	-1	1	-1	0.0	-5	5	2	13
C=CCOc1ccc(C2NC(=S)NC3=C2CCc2ccccc23)cc1 (configuration not stated)	1.6	-3	0	1	0.0	7	2	-2	12
COc1ccc(CC(=O)NNC(=S)NC(=O)c2cccnc2)cc1	2.6	1	-6	0	0.0	-1	0	-3	1
CN[C@H]1CC[C@@H](c2ccc(Cl)c(Cl)c2)c2ccccc21	2.5&5.0	-3&3	9&3	-2&3	-0.1&0.0	-13&-5	-11&-13	1&3	-14&-23
O=C(CSc1nnc(C2CCCCC2)o1)N1CCCCC1	1.2	0	-1	23*	-0.1	-6	0	10	-6
O=C(CCN1CCOCC1)N1CCCC(Nc2ccc(F)cc2)C1 (configuration not stated)	2.2	-1	-4	-1	0.0	17	2	6	-4
O=c1cc(CSc2nnnn2-c2ccccc2)nc2scc(-c3ccccc3)n12	1.7	12	6	2	0.1	9&9	-3	0	60*
O=C(Cc1cccs1)N(c1ccccc1)C1C=CS(=O)(=O)C1 (configuration not stated)	-0.6	2	-3	-5	0.1	-20	1	3	25
C/C(=N\NC(=O)C1CC1c1ccccc1)c1cccc([N+](=O)[O-])c1 (configuration not stated)	2.6	-10	7	-2	0.0	3	-25	-4	-2
O=C(CNC(=O)c1ccco1)OCC(=O)c1ccc(Br)cc1	1.5	-1	-4	-8	-0.1	-39	8	-1	-7
COc1ccc(-c2c(-c3cc(OC)cc(OC)c3)n(C)c3ccc(-c4ccc(OC)nc4)cc23)cc1	-1.0	x	2	x	-0.5	-3	19	0	x
c1ccc2c(CNCCN3CCOCC3)cccc2c1	1.1	0	-5	0	0.1	-5	2	0	-6
CC(C)(C)c1ccc(Cc2n[nH]c(=S)[nH]c2=O)cc1	3.0	-1	1	3	-0.1	2	1	-5	5
O=C(Nc1cccc(F)c1)C1CCN(c2nnnn2-c2ccccc2)CC1	5.2	0	-5	-1	0.7	-1	15	-2	6
CCOC(=O)c1cc2c(=O)n3ccccc3nc2n(C(C)C)c1=NC(=O)c1c(-c2c(F)cccc2Cl)noc1C	0.4	6	-1	9	-0.3	11	15	6	32
N#Cc1nc(COc2ccc(-c3ccccc3)cc2)oc1NCc1cccnc1	2.3	1	-2	7	0.0	0	18	-1	6
Cc1[nH]c2ccccc2c1C(=O)COC(=O)C1CC(=O)N(Cc2ccco2)C1 (configuration not stated)	2.2	2	-2	-49	0.2	6	11	-2	-1
COC(=O)c1c(NS(=O)(=O)Cc2ccccc2)sc2c1CCCC2	-0.8	0	-2	0	0.0	33	10	4	5
CCOC(=O)C1=C(C)N2C(=C(C#N)[C@@H]1c1ccc(C(=O)OC)cc1)SC[C@@]2(O)C(C)(C)C	5.2	0	8	6	-0.2	-22	2	2	7
Cc1onc(-c2ccccc2)c1CNC(=O)Nc1ccc(F)cc1F	-0.1	-4	-2	-3	-0.2	-29	-4	-3	1

Nine neighbouring records already listed, quoted:
SMILES	PP5 primary	TPT1 inhibitor	PP1 inh	CTSL1 counter	Efflux pump inh	JMJD2C inh	PREPL inhibitor	LYPLA2 counter	HCV core dimer
c1ccc2c(CNCCN3CCOCC3)cccc2c1	1.1	0	-5	0	0.1	-5	2	0	-6
CC(C)(C)c1ccc(Cc2n[nH]c(=S)[nH]c2=O)cc1	3.0	-1	1	3	-0.1	2	1	-5	5
O=C(Nc1cccc(F)c1)C1CCN(c2nnnn2-c2ccccc2)CC1	5.2	0	-5	-1	0.7	-1	15	-2	6
CCOC(=O)c1cc2c(=O)n3ccccc3nc2n(C(C)C)c1=NC(=O)c1c(-c2c(F)cccc2Cl)noc1C	0.4	6	-1	9	-0.3	11	15	6	32
N#Cc1nc(COc2ccc(-c3ccccc3)cc2)oc1NCc1cccnc1	2.3	1	-2	7	0.0	0	18	-1	6
Cc1[nH]c2ccccc2c1C(=O)COC(=O)C1CC(=O)N(Cc2ccco2)C1 (configuration not stated)	2.2	2	-2	-49	0.2	6	11	-2	-1
COC(=O)c1c(NS(=O)(=O)Cc2ccccc2)sc2c1CCCC2	-0.8	0	-2	0	0.0	33	10	4	5
CCOC(=O)C1=C(C)N2C(=C(C#N)[C@@H]1c1ccc(C(=O)OC)cc1)SC[C@@]2(O)C(C)(C)C	5.2	0	8	6	-0.2	-22	2	2	7
Cc1onc(-c2ccccc2)c1CNC(=O)Nc1ccc(F)cc1F	-0.1	-4	-2	-3	-0.2	-29	-4	-3	1

Following part.
SMILES	PP5 primary	TPT1 inhibitor	PP1 inh	CTSL1 counter	Efflux pump inh	JMJD2C inh	PREPL inhibitor	LYPLA2 counter	HCV core dimer
COc1ccc(OC)c(CCNC(=O)Cn2cccc2C(=O)c2ccccc2)c1	-0.3	-2	3	0	0.0	9	23	7	3
COc1ccc(OC)c(NC(=O)Nc2nnc(N3CCCCC3C)s2)c1 (configuration not stated)	4.5	0	3	-5	0.0	11	20	-6	-2
CC(=O)Nc1ccc(C(=O)N/N=C/c2ccccc2OC(=O)c2ccc(Cl)cc2)cc1	2.6	-7	5	2	0.0	-33	-20	-83	5
CN(C)S(=O)(=O)c1cccc(NC(=O)NCCCl)c1	-2.1	-3	-3	4	-0.1	5	7	0	-4
CCNc1ccc(C(=O)OCC)cc1NC(=O)c1cccc(S(=O)(=O)N2CCOCC2)c1	4.5	-2	-4	4	-0.1	-10	11	-3	-5
O=C1CC(c2ccccc2)c2cccc(F)c21 (configuration not stated)	-1.7	-2	0	-3	-0.1	2	-1	-2	2
O=C(c1ccc2c(c1)N(Cc1ccccc1)CCS2)N1CCOCC1	-1.9	-3	3	-2	0.1	4	36	-7	8
COc1ccc(C)cc1NC(=O)Nc1ccc(C(=O)N2CCCC2)cc1	3.2	1	2	-2	-0.1	7	3	0	0
CC(Sc1ccc(Cl)cc1)C(=O)NCc1ccc2c(c1)OCO2 (configuration not stated)	0.7	1	0	-6	0.1	0	-19	4	0
Cc1cc(C)c(NC(=O)/C=C\C(=O)O)c(Cl)c1	-1.2	1	-5	-2	0.0	-1	-4	-6	2
O=C(Nc1ccc(F)cc1)c1nc[nH]c1C(=O)O	0.1	1	2	-1	0.1	-15	10	-2	-10
O=C(NCc1ccccn1)C1CC(c2ccccc2O)=NO1 (configuration not stated)	2.8	4	-2	-3	0.1	19	-2	-4	-3
N#Cc1nc(-c2ccc(F)cc2)oc1NCCN1CCOCC1	1.1	-1	-1	2	0.0	-5	0	-1	-1
CC1(C)C2CCC1(C)C(OC(=O)CNc1ccccc1)C2 (configuration not stated)	1.1	-1	0	-1	-0.1	13	0	5	-2
Cc1ccc(S(=O)(=O)Oc2ccc(C)cc2/C=N/N=C2\NC(=O)C(C)S2)cc1 (configuration not stated)	5.0	-5	5	6	0.1	6	-11	3	26
CC(C)OP(C)(=O)CN1CCN(CP(C)(=O)OC(C)C)CC1 (configuration not stated)	1.9	0	0	-2	-0.1	0	4	5	2
CC(=O)N=c1sc(S(N)(=O)=O)nn1C	0.8	-3	-1	3	-0.2	5	1	4	1
COc1ccccc1NC1C=CS(=O)(=O)C1 (configuration not stated)	0.2	-1	2	-4	-0.1	-5	1	7	-2
O=C(Nc1ccc(-n2cnnn2)cc1)C1CCCCC1	3.2	-2	0	0	-0.3	9	-8	5	1
Cc1ccc(Oc2ncccc2C(=O)NCC(=O)O)cc1	-0.9	0	-2	2	-0.1	9	22	4	-6
CC(C)Cc1ccc(C(=O)NCCOc2ccccc2)o1	3.2	7	2	1	-0.1	2	1	5	15
Cc1cc(C)nc(SCc2nnc(SCC(=O)Nc3nc(-c4ccccc4)cs3)n2-c2ccccc2)n1	2.2	-8	10	-1	-0.2	-4	-16	-18	42
CCOC(=O)c1nc(Nc2ccccc2CC)c2ccccc2n1	0.9	-1	1	-1	0.1	5	-8	3	-1
O=C(Oc1ccc(N2C(=O)CCC2=O)cc1)c1ccco1	2.8	3	0	-1	0.1	-2	4	3	-6
O=C(Cn1cnc2ccccc21)c1ccc(Br)cc1	-2.6	4	-3	-13	0.1	-2	4	2	6

Later entries
SMILES	PP5 primary	TPT1 inhibitor	PP1 inh	CTSL1 counter	Efflux pump inh	JMJD2C inh	PREPL inhibitor	LYPLA2 counter	HCV core dimer
CCOC(=O)c1c(C)c(C(=O)NCc2cccs2)c(C)n1C	-1.3	-1	-5	-4	-0.1	-3	1	-6	3
Cn1nnnc1SCC(=O)NNC(=O)c1ccc(F)cc1	-1.4	-1	1	2	-0.2	0	3	1	-1
CS(=O)(=O)c1ccc(Cl)c(NC(=O)CSc2n[nH]c(-c3cccs3)n2)c1	0.2	x	-6	x	0.0	-2	3	6	x
O=S(=O)(c1ccc(S(=O)(=O)N2CCCN(Cc3ccccc3)C2)cc1)N1CCCCCC1	0.0	-1	-2	-2	-0.1	-9&21	-1	0	1
Cc1cccc(OCCn2nnc3ccccc32)c1C	1.3	0	4	1	-0.1	-5	-2	4	-1
COc1ccc(NC(=O)C(C/C=C(/C)Cl)C(C)=O)cc1 (configuration not stated)	0.2	1	-2	-5	-0.1	-3	2	0	-2
CC1CCN(c2nc3ccc(C(=O)O)cc3s2)CC1	-0.6	0	-7	0	0.0	5	-2	3	-1
COc1ccc(Nc2nc(N3CCCC3)nc3ccccc23)c(OC)c1	-0.9	0	2	3	-0.1	3	32	-7	-2
Nc1nc(-c2ccc(Cl)cc2)c(S(=O)(=O)c2ccccc2)s1	4.6	1	4	0	0.2	-6	-13	-5	-6
Cc1ccc(NC(=O)C2CCCO2)cc1[N+](=O)[O-] (configuration not stated)	-0.5	-1	-1	1	0.0	-1	2	1	0
CCOc1ccc(N(CC(=O)Nc2ccc3c(c2)OCCO3)S(=O)(=O)c2c(C)noc2C)cc1	1.3	-1	-3	0	-0.2	-22	-16	-5	5
Cc1nnc(SCc2nc3sc4c(c3c(=O)[nH]2)CCCC4)n(N)c1=O	0.8	16	2	2	-0.1	-5	1	4	3
C(=C\c1ccccn1)/c1ccccn1	3.4	-1	-6	0	0.3	-19	7	-1	-1

Bioassay records from PubChem.
